Screening data: PubChem, National Center for Advancing Translational Sciences (NCATS)
POLB inh: blocks human DNA polymerase beta activity. AID 485314. Pol beta primer extension/strand displacement, fluorescence kinetic. P06746. Potency, µM (top dose mostly 114 µM), for inactives: at the top dose activity change, negative = inhibition, hits mostly inhibitors. actives 1.3% (n = 340,000); also: potency is read from the fitted curve at half-maximal effect; % is scaled to controls: 0 for no effect and ±100 for the full control effect
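Reaction started by 50 nM substrate onto compound-treated Pol beta (10 nM, 15 min preincubation, room temperature); plates read at 0 min and 10 min. Normalized concentration-effect data fitted by four-parameter Hill equation.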
POLK inh: inhibitors of human DNA polymerase kappa | purified Pol kappa, fluorescent DNA synthesis assay, 10 min | Potency, µM (highest dose often 107 µM), without a hit: at the highest dose activity, negative = inhibition, most hits filed as inhibitors | actives 0.53% (n = 400,000) | AID 588579; also: potency is read from the fitted curve at half-maximal effect; % is scaled to controls: 0 for no effect and ±100 for the full control effect
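Inhibition of 10 nM Pol kappa is measured by a fluorescent read-out at 0 and 10 min following addition of 50 nM substrate (final), with a 15-min room-temperature compound preincubation.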
Pol iota inh: DNA polymerase iota (human) inhibition. Q9UNA4. Pol iota fluorescent replication assay, 10 min. Potency, µM (highest dose often 115 µM), without a hit: at the highest dose activity, negative = inhibition, most hits filed as inhibitors. actives 1% (n = 390,000). AID 588590; also: potency is read from the fitted curve at half-maximal effect
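Fluorescent replication assay read twice, at 0 min and 10 min after adding 50 nM (final) substrate. Enzyme (10 nM) and compounds were first incubated 15 min at room temperature; enzyme-free buffer wells were negative controls.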
Apoferritin bind: candidate novel general anesthetic via apoferritin binding. P02791. actives 0.074% (n = 350,000). apoferritin/1-aminoanthracene competitive binding, fluorescence. AID 485281. Potency, µM (series often up to 77.5 µM), inactives show top-dose activity change, negative = displacement, actives largely listed as inhibitors; also: potency is read from the fitted curve at half-maximal effect; % is scaled to controls: 0 for no effect and ±100 for the full control effect; nearly all actives have a fitted effect of over 20% in size
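10 uM apoferritin + 50% sat. 1-AMA, PBS; cpd 10 min RT; Ex380/Em535 endpoint; normalized to free probe vs complex; 4-param Hill fit; propofol titration as pos. ctrl.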
ERG-DNA inh: inhibitors of human ERG Ets domain-DNA interaction; fluorescence polarization, His-ERG Ets domain / labelled DNA; Potency, µM (series often up to 76.9 µM), inactives show at the top dose FP activity, negative = inhibition, hits mostly inhibitors; actives 0.028% (n = 370,000); AID 624246; active = well fitted inhibition curve with a large enough effect in the polarisation, with a control signal flat; inconclusive = small, poorly fitted or top-dose-only effect, or effect the other way, or a change in a side signal; inactive = no such curve, though single readings can be large or run the other way; the % refers to the polarisation;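 also: polarization taken with two DNA probes labelled with fluorescein and Texas red; potency is read from the fitted curve at half-maximal effect; % of control where 0% means no effect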
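His-tagged ERG Ets domain (1 uM in the protein solution; 300mM KCl, 50mM Tris-HCl, 1mM EDTA, 1mM DTT, pH 7.5) received compound, then a probe mix of 5 nM fluorescein-DNA and 100nM Texas-615-DNA. Fluorescence polarization was read for both dyes.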
APE1 inh: APE1 (human) endonuclease inhibition. P27695. actives 0.35% (n = 350,000). recombinant APE1, TAMRA/BHQ-2 abasic DNA cleavage fluorescence. Potency, µM (series often up to 65.8 µM), for the others: at the highest dose activity change, negative = inhibition, usual class: inhibitors;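 also: potency is read from the fitted curve at half-maximal effect; plate controls were vehicle for no effect and reference inhibitor for full effect; nearly all actives have a fitted effect of over 55% in size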
Target sequence (P27695 whole entry, looked up): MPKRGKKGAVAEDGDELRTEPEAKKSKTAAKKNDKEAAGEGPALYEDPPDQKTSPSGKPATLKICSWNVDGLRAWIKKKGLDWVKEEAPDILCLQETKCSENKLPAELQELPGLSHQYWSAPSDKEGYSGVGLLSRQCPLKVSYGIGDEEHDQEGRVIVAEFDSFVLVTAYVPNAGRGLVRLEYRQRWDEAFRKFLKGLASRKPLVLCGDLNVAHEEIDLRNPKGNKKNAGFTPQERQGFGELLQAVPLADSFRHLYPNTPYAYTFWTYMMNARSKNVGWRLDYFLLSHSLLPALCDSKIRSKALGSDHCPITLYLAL
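Readout is kinetic fluorescence (ex 525, em 598 nm) from cleavage of 50 nM TAMRA/BHQ-2 THF abasic duplex by 0.75 nM APE1, compound added 15 min beforehand at RT.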
TRHR ag: agonists of human TRH receptor; P34981; TRHR cells, calcium flux fluo-8, FDSS agonist mode; activation, % at 2 µM; actives 0.18% (n = 360,000); AID 493084; in the data active = activation above about 30%; also: 0% is about no effect
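Read-out: compound-evoked intracellular calcium rise in TRHR cells, fluo-8 dye, kinetic FDSS fluorescence at 1 s/cycle following a 10-cycle baseline. Cells cultured overnight before dye loading (30 min–1.5 h, RT).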
BLM helicase inh: inhibitors of human Bloom syndrome helicase BLM; recombinant BLM DNA unwinding, fluorescence dequenching; Potency, µM (series often up to 56.1 µM), for the others: top-dose activity change, negative = inhibition, hits mostly inhibitors; actives 0.2% (n = 350,000); AID 2528;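 also: potency is read from the fitted curve at half-maximal effect; plate controls were vehicle for no effect and no enzyme for full effect; nearly all actives have a fitted effect of over 35% in size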
ALOX12 inh: ALOX12 (human) lipoxygenase inhibition. AID 1671190. actives 1.1% (n = 580,000). purified 12hLO, xylenol orange hydroperoxide absorbance. Potency, µM (doses to about 108 µM), without a hit: at the top dose activity change, negative = inhibition, most hits filed as inhibitors. P18054; also: potency is read from the fitted curve at half-maximal effect; % is scaled to controls: 0 for no effect and ±100 for the full control effect
Target sequence (P18054 whole entry, looked up): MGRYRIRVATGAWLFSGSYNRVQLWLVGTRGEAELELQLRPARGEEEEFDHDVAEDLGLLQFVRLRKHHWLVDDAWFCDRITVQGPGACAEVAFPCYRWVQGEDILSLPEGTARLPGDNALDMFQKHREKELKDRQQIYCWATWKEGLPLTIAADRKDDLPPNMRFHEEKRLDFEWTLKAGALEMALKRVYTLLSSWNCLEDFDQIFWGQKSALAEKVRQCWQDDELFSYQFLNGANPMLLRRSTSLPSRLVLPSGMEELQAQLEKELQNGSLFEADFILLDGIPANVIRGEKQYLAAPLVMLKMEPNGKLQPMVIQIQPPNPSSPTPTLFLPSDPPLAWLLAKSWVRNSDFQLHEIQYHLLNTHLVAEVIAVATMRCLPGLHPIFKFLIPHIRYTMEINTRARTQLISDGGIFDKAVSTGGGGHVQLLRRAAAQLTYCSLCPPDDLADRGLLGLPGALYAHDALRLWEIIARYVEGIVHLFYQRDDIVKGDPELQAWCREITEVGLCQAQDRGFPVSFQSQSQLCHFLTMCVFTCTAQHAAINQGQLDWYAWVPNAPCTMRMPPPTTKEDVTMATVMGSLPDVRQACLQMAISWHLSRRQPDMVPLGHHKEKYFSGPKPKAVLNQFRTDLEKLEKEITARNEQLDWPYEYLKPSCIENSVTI
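Hydroperoxide product was detected by ferrous iron/xylenol orange as the 573 to 405 nm absorbance ratio. Arachidonic acid at 40 uM (final) was turned over for 30 min at room temperature by 150 nM human 12hLO, pH 7.0 Hepes buffer, after 15 min compound preincubation.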
An asterisk follows results filed as active; u = inconclusive; x = no result given; & = joins results of further samples; [ ] = dose if it differs, or a comment. Unless noted, calls follow the shape of the dose curve; as a rule, active = well fitted curve in the direction sought with a large enough effect; inconclusive = small, poorly fitted or top-dose-only effect, or another doubt; inactive = no such curve, though single readings can be large; an effect the other way counts as inactive or inconclusive.

canonical_smiles | APE1 inh | ALOX12 inh | Apoferritin bind | TRHR ag | POLB inh | ERG-DNA inh | BLM helicase inh | POLK inh | Pol iota inh
CC(=O)N1c2ccc(S(=O)(=O)NCC3CCC(C(=O)NC4CCC(C)CC4)CC3)cc2CC1C (centres undefined) | 33% | 1% | -14% | -0.7 | 2% | 11% | -7% | -3% | 9%
O=C(Nc1ccccc1-c1ccccc1NC(=O)c1ccco1)c1ccco1 | 5% | 1% | 0% | 0.1 | 25% | -5% | 4% | -3% | -8%
CCC(C(=O)NC1CCCC1)N(C(=O)Cn1nnc(-c2ccc(C)o2)n1)c1ccc(F)cc1 (centres undefined) | 26% | 11% | -5% | 0.1 | 9% | u | -3% | -8% | 91%[activator]
Cc1cnc(C(=O)OCC(=O)Nc2cc(S(=O)(=O)N3CCCCC3)ccc2Cl)cn1 | -2% | -22% | 4% | -0.1 | -13% | -2% | 0% | -17% | 55%[activator]
CCCNC(=O)CCCN1C(=O)c2ccccc2Sc2ncccc21 | 7% | 1% | 3% | -1.4 | -1% | 9% | -1% | 13% | 0%
Cc1cn(CC(=O)NCC2CCCO2)c(=O)[nH]c1=O (centres undefined) | x | 4% | x | x | x | 4% | x | -3% | u
CCOC(=O)c1sc(NC(=O)c2cccc(S(=O)(=O)N3CCN(C)CC3)c2)cc1C | u | 45µM* | u | -1.1 | -1% | 9% | -1% | -5% | -9%
Cc1ccc(CN2CCC(CNC(=O)c3cc4ccc5cccnc5c4[nH]3)CC2)cc1 | x | u | u | 2.9 | -2% | 11% | 66%[activator] | 8% | 29%
O=C(O)c1cc([N+](=O)[O-])c(NCCC2=CCCCC2)c([N+](=O)[O-])c1 | 13% | -27% | u | -2.2 | 4% | 2% | -9% | -2% | 7%
CCOC(=O)c1cnn(-c2ccc([N+](=O)[O-])cc2)c1N | 1% | u | -7% | -0.2 | 0% | -4% | -1% | -1% | -16%
CCCOc1ccc(/C=N/Nc2cccc([N+](=O)[O-])c2)c(O)c1 | -1% | u | -19% | 0.3 | 42% | 5% | -8% | -10% | 138%[activator]
C=CCNC(=O)c1ccc2c(=O)n(Cc3ccccc3OC)c(=S)[nH]c2c1 | 7% | 8% | -12% | -0.1 | 4% | -8% | -2% | -5% | 11%
CC(=O)Nc1ccc(C(=O)OCC(=O)N2CCN(C(=O)c3ccco3)CC2)cc1 | 52%[activator] | 12% | x | 0.5 | x | 4% | x | -6% | 12%
O=c1oc2ccccc2c(Nc2cccc3ccccc23)c1[N+](=O)[O-] | -8% | 16% | u | 0.6 | 16% | -12% | -14% | -11% | 5%
COC(=O)C1=C(C)NC(C)=C(C(=O)OC)C1c1ccc(OC(=O)c2oc3ccccc3c2C)c(OC)c1 | u | -15% | 75%[activator] | 0.4 | u | 22% | -5% | -3% | 11%
COc1ccc(Cc2nc3ccccc3[nH]c2=O)cc1 | 38% | -14%&-2% | -5%&-7% | 3.9&1.3 | 26%&29% | 4%&6% | -4%&0% | 1%&7% | 158%&37%[activator]
CC(=O)Cc1nsc(NC(=O)c2ccc(COc3ccccc3C)o2)n1 | 62%[activator][12.4 µM] | 11% | -4% | 0.7 | -6% | -6% | -2% | -16% | -2%
Cc1ccccc1NCCC(=O)Nc1ccc(Cl)cc1 | 7% | u | -11% | 0.3 | 1% | 12% | -8% | -2% | 13%
O=C(COC(=O)/C=C/c1ccc(Cl)cc1Cl)NCc1ccco1 | -4% | 3% | -22% | -1.4 | -17% | 2% | -2% | -13% | 35%[activator]
COc1ccc(NC(=O)CCN2C(=O)C3C4CCC(C4)C3C2=O)cc1 (centres undefined) | -1% | -6% | 5% | -1.4 | 18% | -3% | -2% | -18% | 19%

canonical_smiles | APE1 inh | ALOX12 inh | Apoferritin bind | TRHR ag | POLB inh | ERG-DNA inh | BLM helicase inh | POLK inh | Pol iota inh
Cc1cccc(-n2nnc(C(=O)NCc3ccccc3Cl)c2N)c1 | 8% | 9% | u | 0.4 | -15% | 2% | -3% | -19% | 115%[activator]
CCN1CCN(C(=O)CS(=O)(=O)Cc2nc(-c3ccccc3C)oc2C)CC1 | 9% | 15% | -7% | 0.0 | -2% | 2% | -3% | -6% | -7%
COC(=O)C1CCN(S(=O)(=O)Cc2ccccc2)CC1 | 14% | u | 2% | -0.2 | 16% | x | 0% | -7% | 2%
N#Cc1sc2nc(-c3cccs3)cc(-c3ccc(Cl)cc3)c2c1N | -1% | u | -5% | 1.8 | 1% | -10% | -6% | -14% | u
COc1ccc(NC(=S)N2CCC(C(=O)N3CCCCCC3)CC2)cc1 | -2% | 4% | -12% | 0.2 | 1% | x | -3% | -3% | -3%
Cc1cccc(S(=O)(=O)Nc2ccc(-n3c(C)nc4ccccc4c3=O)cc2)c1 | 2% | -12% | x | -0.6 | x | 35%[activator] | x | -12% | 20%
Cc1ccc2[nH]c(=O)c(CN(Cc3cccs3)C(=S)NCc3ccco3)cc2c1 | 20% | u | -2% | 1.3 | 22% | 4% | -6% | -1% | 2%
Cc1cccnc1NC(=O)c1ccc(COc2ccccc2)o1 | 8% | -6% | -18% | 1.3 | 0% | 8% | 0% | -2% | u
COc1ccc(OC)c2[nH]c(=O)c(CCNC(=O)c3ccc(S(=O)(=O)N4CCCC4)cc3)cc12 | -11% | 0% | u | -1.1 | 27% | -8% | 2% | -7% | -1%
CCOC(=O)Cn1c(=O)oc2cc(S(=O)(=O)Nc3ccc(F)cc3)ccc21 | u | -23% | -21% | -0.1 | 3% | 8% | 7% | -5% | 28%
CCc1ccccc1C1C(=O)c2ccccc2C1=O | x | u | x | x | x | 0% | x | -3% | -6%
O=C(CN1C(=O)C2C3C=CC(C3)C2C1=O)Nc1cccc(S(=O)(=O)N2CCCC2)c1 (centres undefined) | -1% | -19% | -10% | 0.4 | 31% | 2% | 1% | -17% | 10%
O=S(=O)(Nc1cc(Cl)cc(Cl)c1)N1CCOCC1 | 28% | -10% | u | 0.4 | 22% | -4% | -5% | 2% | 18%
Cc1cc(C)c(NC(=O)CCS(=O)(=O)c2cc3c(cc2Cl)NC(=O)CO3)c(C)c1 | x | -20% | -2% | 0.1 | -23% | 6% | 1% | -5% | 17%
Cc1ccc2cccc(Oc3ncnc4scc(-c5ccc(Cl)cc5)c34)c2n1 | -5% | -24% | -10% | -0.1 | -1% | -4% | -7% | -4% | 24%
Cc1ccccc1NC(=O)Cc1nnc(SCC(=O)N2CCN(c3ccccc3)CC2)n1C | -1% | -13% | -6% | 0.0 | -2% | 6% | 4% | -2% | 4%
Cc1cc(NC(=O)c2sc3ccccc3c2O)no1 | 12% | 0% | 83%[activator] | 0.2 | 4% | 1% | -5% | 2% | -17%
Cc1cc2c(n1-c1ccc(Cl)cc1)CC(C)(C)CC2=O | -3% | -14% | -18% | -0.9 | -3% | -17% | -4% | -2% | 5%[58.9 µM]
COC(=O)Cn1c(O)c(N=NC(=O)c2ccc3c(c2)OCO3)c2ccccc21 | 2% | 0% | -9% | 1.2 | 30% | -5% | -3% | -19% | 20%
Cc1ccc(/C=N/NC(=O)CN2CCN(Cc3ccccc3)CC2)o1 | 1% | 144%[activator] | 2% | 0.2 | -24% | 5% | -1% | 3% | 23%

2 compounds picked at random from the list so far, as already listed:
canonical_smiles | APE1 inh | ALOX12 inh | Apoferritin bind | TRHR ag | POLB inh | ERG-DNA inh | BLM helicase inh | POLK inh | Pol iota inh
CCN1CCN(C(=O)CS(=O)(=O)Cc2nc(-c3ccccc3C)oc2C)CC1 | 9% | 15% | -7% | 0.0 | -2% | 2% | -3% | -6% | -7%
Cc1cccc(-n2nnc(C(=O)NCc3ccccc3Cl)c2N)c1 | 8% | 9% | u | 0.4 | -15% | 2% | -3% | -19% | 115%[activator]

The listing continues:
canonical_smiles | APE1 inh | ALOX12 inh | Apoferritin bind | TRHR ag | POLB inh | ERG-DNA inh | BLM helicase inh | POLK inh | Pol iota inh
Cc1ccc(OCc2nnc(SCc3cc(=O)[nH]c4ccccc34)n2-c2ccccc2)cc1 | 27% | -18% | -10% | 0.6 | 18% | 21% | -12% | -9% | 122%[activator]
COc1ccc(C(=O)c2c3ccccc3[n+]([O-])n2CCC(N)=O)cc1 | -7% | 0% | x | 0.1 | x | 13% | x | 4% | 25%
O=C(NCCCN1CCOCC1)C(=O)NCC1CCCO1 (centres undefined) | 2% | -3% | 4% | 0.2 | 0% | -6% | 1% | 0% | 8%
Cc1cc(C(=O)NNC(=O)CCCOc2ccccc2)c(C)o1 | 15% | 3% | x | -0.2 | x | -2% | x | -2% | -7%
CCCCN(CC)Cc1ccc(CNS(=O)(=O)c2cc3c(cc2Cl)NC(=O)CO3)o1 | x | u | 97%[activator] | 1.1 | 7% | 5% | 1% | -7%[60.1 µM] | -15%
O=c1cc(CSc2nnc(-c3cccnc3)n2-c2ccccc2F)nc2sccn12 | -1% | -20% | -18% | 0.3 | u | x | -7% | -4% | u
O=C(COC(=O)c1ccc(Cl)nc1)NCc1cccs1 | 5% | 0% | -3% | -0.6 | 57% | 0% | 3% | 2% | 23%
Cc1oc(-c2ccc(Cl)cc2)cc1C(=O)/C(C#N)=C/Nc1ccccc1 | -1% | 0% | 6% | 1.1 | 13% | 5% | -7% | -7% | 36%[activator]
CCOCCN1CCN(c2c3c(nc4cc(-c5ccc(F)cc5)nn24)CCC3)CC1 | 1% | 7% | -1% | -0.6 | 2% | -4% | 1% | 4% | 35%[activator]
Cc1ccc(NC(=O)CSc2nc3ccc(NC(=O)c4cccs4)cc3s2)c(C)c1 | x | -23% | 39%[activator] | 1.3 | 4% | 1% | 0% | -8% | 21%
CC(C)CNC(=S)Nc1ccc(Oc2ccccc2)cc1 | -1% | u | -21% | -0.6 | -6%[57.1 µM] | u | -20% | -22% | 21%

This is a subset; rates above refer to the full screens.
